# RGS7-Gao reg = human RGS7-Galphao interaction regulation | P09471 | Multiplexed bead flow cytometry, RGS7-Galphao binding; actives lie on both sides | hit rate 0.35% among 220,000 | binding response (% of control), % at 10 µM | AID 1439; in the data active = binding response below about 49% or above about 150%; inconclusive = no clear call, values can overlap the other calls; inactive = in between;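 also: fluorescent Galphao held in activated GDP-AlF4 state binding bead-coupled RGS7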
# RGS4-Gao reg = modulates binding of RGS4 to human Galphao. AID 1415. P09471. binding response (% of control), % at 10 µM. hit rate 0.33% among 220,000. Multiplexed bead flow cytometry; actives lie on both sides; in the data active = binding response below about 49% or above about 150%; inactive = in between;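 also: fluorescent Galphao activated with aluminum fluoride binding bead-coupled RGS4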
# Bim-Mcl-1 = disrupts Bim peptide binding to human Mcl-1. inhibition, % at 10 µM. Bead-based flow cytometry, Bim peptide-Mcl-1 binding. AID 1009. Q07820. hit rate 0.1% among 190,000;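 also: 0% = no compound tracer wells and 100% = peptide blocker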
# Target sequence (Q07820 whole entry, looked up): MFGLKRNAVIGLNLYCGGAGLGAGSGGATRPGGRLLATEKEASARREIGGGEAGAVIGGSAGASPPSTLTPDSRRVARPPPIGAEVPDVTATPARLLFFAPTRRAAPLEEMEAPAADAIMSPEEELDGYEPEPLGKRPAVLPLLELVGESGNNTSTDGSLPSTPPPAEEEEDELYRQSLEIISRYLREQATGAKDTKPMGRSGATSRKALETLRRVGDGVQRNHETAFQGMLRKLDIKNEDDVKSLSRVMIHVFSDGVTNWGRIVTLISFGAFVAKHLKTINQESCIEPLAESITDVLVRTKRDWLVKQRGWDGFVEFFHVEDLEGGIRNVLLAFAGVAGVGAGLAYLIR
# Bfl-1 Bim block = inhibitors of Bim-Bfl-1 interaction, human; Q16548; Bead-based flow cytometry, Bim-Bfl-1 binding inhibition; AID 1008; inhibition, % at 10 µM; hit rate 0.12% among 190,000;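 also: 0% = wells without compound plus tracer and 100% = blocker peptide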
# GSH bead fluor = compound fluoresces at 488/530 nm on GSH beads | AID 1776 | GSH beads flow cytometry, compound fluorescence 488/530 nm; stronger effect = higher value | fluorescence (KMESF) at 10 µM | hit rate 0.25% among 190,000; in the data active = fluorescence above about 89;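 also: glutathione beads carrying GST-tagged Bcl family fusion proteins plus one bare bead set; values are compound well signal with DMSO vehicle wells as background; inactives centre near 16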
# Bim-Bcl-B = human Bim-Bcl-B interaction inhibition; Q9HD36; bead-based flow cytometry, Bim peptide-Bcl-B binding; inhibition, % at 10 µM; hit rate 0.073% among 190,000;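 also: 0% = tracer peptide without compound and 100% = reference inhibitor peptide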
# Target sequence (Q9HD36 whole entry, looked up): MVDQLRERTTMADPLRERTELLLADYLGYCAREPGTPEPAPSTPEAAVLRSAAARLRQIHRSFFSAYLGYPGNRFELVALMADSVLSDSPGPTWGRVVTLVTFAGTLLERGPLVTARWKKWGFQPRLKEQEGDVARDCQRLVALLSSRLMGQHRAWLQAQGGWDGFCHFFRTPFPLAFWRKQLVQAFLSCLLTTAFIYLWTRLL
# Mcl1-Bid inh = disrupts binding of human Mcl-1 to Bid peptide | inhibition, % at 21.7 µM | TR-FRET Mcl-1/Bid-Dy647 peptide binding, 1536-well | AID 1021 | Q07820 | hit rate 0.97% among 220,000;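 active = compounds that cut the binding signal by more than half at the single screening dose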;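 also: His-tagged Mcl-1 with europium anti-His antibody binding Bid BH3 peptide; 0% = Mcl-1 plus peptide wells and 100% = peptide-only wells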
# Bcl-2 Bim block = human Bim-Bcl-2 interaction inhibition. P10415. Bead-based flow cytometry, Bim peptide-Bcl-2 binding. inhibition, % at 10 µM. hit rate 0.06% among 190,000. AID 950; in the data active = inhibition above about 40%; inconclusive = no clear call, values can overlap the other calls;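 also: 0% = no compound wells with probe peptide and 100% = reference peptide inhibitor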
# Target sequence (P10415 whole entry, looked up): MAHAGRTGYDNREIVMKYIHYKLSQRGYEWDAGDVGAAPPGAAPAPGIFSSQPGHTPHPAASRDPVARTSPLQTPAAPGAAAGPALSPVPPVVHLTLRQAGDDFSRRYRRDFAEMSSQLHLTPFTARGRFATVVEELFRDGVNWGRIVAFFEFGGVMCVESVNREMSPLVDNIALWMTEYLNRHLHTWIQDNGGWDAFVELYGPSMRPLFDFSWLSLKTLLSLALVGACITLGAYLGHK
# Bcl-W Bim block = disrupts Bim peptide binding to human Bcl-W. Q92843. bead-based flow cytometry. inhibition, % at 10 µM. hit rate 0.02% among 190,000;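 also: 0% = bound tracer without compound and 100% = peptide blocker; higher means less fluorescent Bim peptide bound to Bcl-W beads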
# Bcl-XL Bim block = disrupts Bim peptide binding to human Bcl-XL. Q07817. bead flow cytometry, fluorescence. inhibition, % at 10 µM. hit rate 0.04% among 190,000. AID 1007
# Target sequence (Q07817 whole entry, looked up): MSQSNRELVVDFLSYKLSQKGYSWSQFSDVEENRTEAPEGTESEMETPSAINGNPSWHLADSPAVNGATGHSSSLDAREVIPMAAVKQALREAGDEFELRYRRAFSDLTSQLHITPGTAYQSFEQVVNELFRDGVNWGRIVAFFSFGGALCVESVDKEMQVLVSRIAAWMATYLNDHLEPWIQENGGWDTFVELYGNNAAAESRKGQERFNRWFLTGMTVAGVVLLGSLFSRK
# RGS8-Gao = modulates binding of RGS8 to human Galphao. hit rate 0.34% among 220,000. AID 1423. P09471. multiplexed bead flow cytometry; actives lie on both sides. response (percent of control binding), % at 10 µM; in the data active = response below about 60% or above about 140%; inactive = in between;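 also: Galphao activated as the GDP aluminium fluoride complex binding bead-coupled RGS8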
# The depositor's hits bear a star; ? = inconclusive; / = not tested or not shown. Rule as the data show it, unless noted: active = inhibition above about 40%.
SMILES,RGS7-Gao reg,RGS4-Gao reg,Bim-Mcl-1,Bfl-1 Bim block,GSH bead fluor,Bim-Bcl-B,Mcl1-Bid inh,Bcl-2 Bim block,Bcl-W Bim block,Bcl-XL Bim block,RGS8-Gao
CCOc1ccc(C2/C(=C(/O)c3ccc(F)cc3)C(=O)C(=O)N2CCCN(C)C)cc1 (stereo not drawn),95,97,-1,-11,46,-8,-34,-10,-2,0,99
Cc1ccc(C23CC4CC(CC(NC(=O)N5CCN(C)CC5)(C4)C2)C3)cc1,87,87,-2,0,20,2,-8,0,0,0,91
CCOc1cc(OCC)cc(C(=O)NC(=S)Nc2cccc(C(F)(F)F)c2)c1,102,111,-3,-2,9,-1,-39,-4,-3,-2,106
c1cc2c(cc1Oc1nc(N3CCOCC3)nc(N3CCOCC3)n1)OCO2,105,102,-3,-3,33,-10,-21,-7,0,-3,101
CCSC1=NCCN1S(=O)(=O)c1ccc(F)cc1,100,98,-1,-7,10,-6,2,-4,-1,-2,100
CO/N=C/c1c(-c2ccc(Cl)cc2)nc2cc(C)ccn12,105,101,-2,0,14,-3,9,-3,0,0,101
CC(=O)OC1CSC2c3ccccc3C(=O)N2Cc2sccc21 (stereo not drawn),98,98,-1,-3,10,-4,-5,-4,-2,-6,102
CCc1ccc(C(=O)OCC(=O)NCC(F)(F)F)cc1,?,101,0,-3,13,-1,-18,-3,0,2,101
COc1ccc(F)cc1CN1CCN(c2cc(C)nc3c4c(C)cc(C)nc4nn23)CC1,103,96,4,-5,17,0,-7,3,5,1,101
COc1ccccc1Oc1ccc(N/C=C2/CCCC2=O)cc1,89,87,-5,-3,10,-12,-39,-9,-3,-10,93
COc1cccc(NC(=O)Cc2nnc(SCC(=O)NC(C)c3ccccc3)n2C)c1 (stereo not drawn),103,102,-2,-18,34,-9,4,-10,-1,-8,99
COc1ccc(-c2nn(-c3ccccc3)cc2/C=N/Nc2ccc(S(N)(=O)=O)cc2[N+](=O)[O-])cc1OC,?,93,0,-3,15,-2,-57,-2,0,0,98
CC(=O)c1cnc2cc(-c3ccccc3)nn2c1C,99,95,-4,-15,25,-10,-4,-10,-2,-11,96
Cc1nn(-c2ccccc2)c(N)c1C(O)(C(F)(F)F)C(F)(F)F,100,101,-1,-5,21,0,-10,-7,-3,-3,109
COC(=O)C1NN=C(C(=O)c2ccc(Br)cc2)C1c1cccc(Br)c1 (stereo not drawn),104,99,-2,0,10,-3,-38,0,-2,-2,100
CC(NC(=O)Nc1ccccc1)C(c1cccs1)N1CCN(c2ccccc2)CC1 (stereo not drawn),133,124,-1,0,17,0,-18,0,-3,0,126
COc1ccc(N2CCN(Cc3cc(OC)c(O)c([N+](=O)[O-])c3)CC2)cc1,104,104,-4,-9,9,-9,-7,-7,-4,-6,103
O=C(COC(=O)[C@H](Cc1ccccc1)N1C(=O)c2ccccc2C1=O)Nc1ccc2c(c1)OCO2,97,101,-4,-10,62,-10,-23,-5,2,-6,100
CSc1nc(-c2ccccc2)nn1C(=O)c1ccco1,101,100,2,31,62,9,3,17,31,4,101
O=C(NCCSCc1ccco1)c1ccc(CN2CCOCC2)cc1,100,100,-3,-11,39,-6,-1,-7,2,-9,97
Cc1ccc(Cn2c(/C=C/c3ccco3)nc3ccccc32)cc1,101,99,-7,-3,12,-12,-11,-5,-9,-9,100
Cc1cc(C)cc(NC(=S)/C(=C(\[O-])c2ccc(Cl)cc2Cl)[n+]2ccccc2)c1,102,102,0,-2,24,-9,-44,1,0,-1,102
Cc1cc(Nc2cccc(C)c2C)n2nc(C)nc2n1,102,106,0,4,12,0,-4,0,3,0,116
CC(C)NC(=O)c1cc2ccccc2o1,101,105,-2,3,20,-3,6,-1,-3,-2,104
O=c1c2ccccc2nc(SCc2nnc(-c3ccccc3Br)o2)n1Cc1ccco1,99,94,-1,-16,46,-7,-24,-12,0,0,99
CCOc1cc(C)nc(Oc2ccc(=O)[nH]n2)n1,105,112,-1,-3,50,-1,-15,-3,0,-6,109
CCCC(NCC(O)COc1ccc(-c2ccccc2)cc1)c1ccccc1 (stereo not drawn),106,107,0,-3,7,-4,-13,0,-2,-4,120
Cc1noc(C)c1S(=O)(=O)N1CCC(C(=O)N2CCN(c3ccccc3Cl)CC2)CC1,110,110,3,-9,16,-2,-8,0,3,-2,109
CCN(CC(=O)Nc1ccc(C(C)=O)cc1)CC(=O)Nc1ccccc1C(F)(F)F,104,100,-1,-4,17,-5,-43,-1,0,-3,100
CN1/C(=C\C(=S)NC(=O)c2ccccc2Cl)C(C)(C)c2ccccc21,89,93,0,3,10,-6,-56,2,3,-4,99
O=[N+]([O-])c1ccc2nnn(O)c2c1,99,101,-3,0,25,-5,26,-2,-1,0,105
COc1ccc(N2C(=O)C(Cl)=C(N3CCCC3)C2=O)cc1,101,100,-8,-23,25,-8,-27,-16,-3,-7,99
CCOc1ccc(OC(=O)c2cccnc2)cc1,96,98,-2,-12,18,-8,-5,-9,0,-2,100
COc1ccc(-c2cc(C)nc(SCc3cccc(C(=O)O)c3)n2)cc1,102,101,-2,6,10,-7,1,-1,-4,-3,101
CCN=c1scc(C)n1/N=C/c1cc(Br)c(O)c(Br)c1,97,99,-1,-5,61,-5,-4,-2,-3,-2,100
CCN(Cc1ccncc1)Cc1nc(-c2ccc(C(=O)OC)cc2)no1,93,101,0,-3,10,-1,-17,-3,0,2,101

# Profiles as entered above. Screens in order: RGS7-Gao reg, RGS4-Gao reg, Bim-Mcl-1, Bfl-1 Bim block, GSH bead fluor, Bim-Bcl-B, Mcl1-Bid inh, Bcl-2 Bim block, Bcl-W Bim block, Bcl-XL Bim block, RGS8-Gao
# CCN(Cc1ccncc1)Cc1nc(-c2ccc(C(=O)OC)cc2)no1 across the screens: 93, 101, 0, -3, 10, -1, -17, -3, 0, 2, 101
# COc1ccc(N2C(=O)C(Cl)=C(N3CCCC3)C2=O)cc1 across the screens: 101, 100, -8, -23, 25, -8, -27, -16, -3, -7, 99
# O=[N+]([O-])c1ccc2nnn(O)c2c1 across the screens: 99, 101, -3, 0, 25, -5, 26, -2, -1, 0, 105

# Following part.
SMILES,RGS7-Gao reg,RGS4-Gao reg,Bim-Mcl-1,Bfl-1 Bim block,GSH bead fluor,Bim-Bcl-B,Mcl1-Bid inh,Bcl-2 Bim block,Bcl-W Bim block,Bcl-XL Bim block,RGS8-Gao
CC(C)(C)OC(=O)NCC12C=CC(O1)C1C(=O)N(Cc3ccccc3)C(=O)C12 (stereo not drawn),107,102,-2,-1,12,0,-9,0,-3,-4,97
CCOC(=O)c1sc(Nc2ccccc2)nc1C,102,102,-1,-9,11,-6,-33,-9,0,-2,102
O=C(Nc1ccccc1F)Nc1ccccc1OC(F)F,?,101,-3,-4,16,-3,-37,0,0,-2,99
Cc1cc(C)cc(OCCNC(=O)C(C)N2C(=O)c3ccccc3C2=O)c1 (stereo not drawn),102,100,0,-4,13,-4,-29,-3,-3,0,102
Cc1ccc(C(=O)N/C(=C\c2cccs2)C(=O)NCCCn2ccnc2)cc1C,106,111,0,-1,21,0,-44,-6,-1,0,112
CC(=O)N1CCCc2cc(S(=O)(=O)N(CC(C)C)CC(C)C)ccc21,98,98,-2,-3,20,1,-8,-1,0,-3,102
C[C@@H]1CN(Cc2nc(-c3cccs3)no2)C[C@H](C)O1,104,101,2,-2,9,-3,3,1,0,0,102
Cc1cccc(OCCCC(=O)Nc2ccccc2C(F)(F)F)c1,103,107,-1,-1,11,-3,-14,-3,0,-2,97
COc1ccc(OC)c(NC(=O)CN(C)S(=O)(=O)c2ccc3nc(C)sc3c2)c1,101,97,-4,1,25,-3,-2,0,-2,-7,96
Nc1ccc(N2CCOCC2)c(S(=O)(=O)Nc2cc(Cl)ccc2Cl)c1,96,102,-1,-2,12,-4,-27,-3,0,-1,98
CCn1c(SCC(=O)Nc2ccc(C)cc2)nnc1-c1ccc(O)cc1,91,92,/,/,25,/,-1,?,/,/,89
N=c1oc2ccccc2cc1C(=O)N/N=C/c1ccccc1,98,101,0,-8,25,-4,-50,-5,1,-1,101
C=C(C)CNC(=S)N/N=C/C1=CCC2CC1C2(C)C (stereo not drawn),99,101,-5,-7,13,-8,-23,-5,-7,-10,99
COc1ccccc1CNC(=O)CSCc1cnn(-c2ccccc2)c1-n1cccc1,99,102,0,-9,40,-5,7,-8,1,-5,98
O=C(CC1C(=O)NCCN1Cc1c(F)cccc1Cl)NCCCn1ccnc1 (stereo not drawn),105,105,-2,-6,17,-4,-23,0,-4,-5,103
O=C(NCCn1cc(SCc2ccc(F)cc2)c2ccccc21)c1c(F)cccc1F,101,99,-4,-1,17,-6,-1,0,-3,-1,99
Cc1ccccc1NCCNc1ccccc1C,101,103,0,-9,48,-10,-8,-9,2,-4,99
COc1ncnc2c1NC1=C(S2)C(=NCCC(=O)O)CC(C)(C)C1,104,102,-3,-10,33,-21,9,-4,-2,-3,103
O=C(O)C(O)C(O)c1nc2ccccc2[nH]1 (stereo not drawn),?,99,-5,3,14,0,14,-1,-2,0,100
COc1ccc(/C=C/C(=O)c2ccc(Cl)cc2)c(OC)c1,97,101,-2,0,21,-8,-3,-2,0,0,102
Cc1ccnc(SCc2cc(=O)c(OC(=O)c3ccc(Cl)c([N+](=O)[O-])c3)co2)n1,99,91,21,5,-2,19,-23,7,25,39,87
COc1ccccc1C(CCNS(=O)(=O)c1ccc(C)cc1)c1ccco1 (stereo not drawn),87,101,0,13,7,5,-2,1,4,6,96
CC(=O)NC(CC(=O)OCC(=O)c1c(N)n(C)c(=O)n(C)c1=O)c1ccccc1 (stereo not drawn),?,103,0,-2,14,0,4,-3,1,0,102
CC(C)Cc1ccc(/C=C/C(=O)NC2CC2)cc1,101,104,0,1,6,1,0,5,-1,1,102
C=CCNCCCOc1ccc(Cl)cc1C(C)(C)C,104,105,2,-8,25,0,33,3,0,-1,102
CCN(CC)S(=O)(=O)c1ccc(N2CCOCC2)c(NC(=O)Cc2ccccc2)c1,104,100,0,-6,13,-6,-1,-7,-2,-5,100
NNC(=O)c1nnn(-c2nonc2N)c1CN1CCc2ccccc2C1,?,98,0,-3,15,-1,-23,-5,0,-1,99
CC(=O)Nc1ccc(Nc2cc(-c3ccccc3)nc3ncnn23)cc1,102,102,0,-2,11,-5,-9,-2,-1,-2,103
Cc1c(C(=O)c2ccccc2)c2ccccn2c1CCc1ccccn1,?,101,-2,-3,14,-1,-61,-3,0,-2,99
O=C(NCC1CCCO1)c1onc(CSc2ccc(F)cc2)c1C(=O)O (stereo not drawn),105,100,-2,-14,34,-11,26,-13,0,-16,103
CCCCN1C(=O)Nc2ccccc2S1(=O)=O,99,101,-4,-3,11,-6,9,-1,-4,-3,97
COc1ccc(C(C)=O)cc1COC(=O)c1ccc2ccccc2n1,100,99,0,-2,24,0,-6,-3,0,-1,104
COc1ccc(NC2CS(=O)(=O)CC2NCc2ccco2)cc1 (stereo not drawn),97,98,-5,-9,18,-5,-18,-3,-4,-7,99
O=C(O)c1cc(Sc2ccc(Br)cc2)nc2ccccc12,101,99,0,0,20,-2,18,2,-1,2,103

# Source: PubChem
